Lipid storage S3: qHTS Assay for Lipid Storage Modulators in Drosophila S3 Cells; 0.64% of 320,000 active; Potency in µM for hits, for the others lipid storage change, negative = inhibition, % at the top dose, mostly 46.1 µM; Drosophila S3 cells, BODIPY lipid droplet fluorescence, 18-24 h; cells fed with added oleic acid; active means well fitted inhibition curve with a large enough effect in the signal ratio, with a control signal flat, not every such curve was filed as active; inconclusive means small, poorly fitted or top-dose-only effect, or effect the other way, or a change in a side signal; the % refers to the signal ratio
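Drosophila S3 cells got compounds at several concentrations plus oleic acid (400 uM solution). Laser-scanning cytometry with 488 nm excitation read lipid droplets at 500-530 nm and cells at 575-640 nm. Percent activity was relative to 20 uM Triacsin C.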
Lipid storage S3 cell count max: second read-out of Lipid storage S3, no call of its own (marks repeat the call); cell number change, %; measured here: cell count max response;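 cells counted by Cell Tracker Red CMTPX staining in the red channel; peak over a dose series mostly up to 46.1 µM; percent activity relative to internal control wells on each plate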
Starred values were filed as active, the others as inactive; i = inactive; ? = inconclusive; / = not tested or not shown; [ ] = dose if it differs, or a comment. On the % scale 0 is the no-effect control and ±100 the full control effect; potency means the concentration at half of the fitted maximal effect.

The opening six compounds as a preview:
nr	canonical_smiles	Lipid storage S3	Lipid storage S3 cell count max
1	COCCNC(=O)COc1ccc(Oc2ccccc2)cc1	-7%	-13
2	Cn1ccs/c1=N\S(=O)(=O)c1ccc(C(C)(C)C)cc1	16µM*	-15*
3	CSCCC(NC(=O)c1ccccc1Br)C(=O)NCC(C)(C)N1CCOCC1 (stereo not given)	i	/
4	CCNc1nc(NCC)n2c(SC(C(=O)Nc3cc(C)ccc3OC)c3ccccc3)nnc2n1 (stereo not given)	i	-11
5	O=C(C[n+]1cc(Br)cc2ccccc21)c1ccc(Br)cc1	?	/
6	CC(C)N(CC#CCC(O)(c1ccccc1)c1ccccc1)C(C)C	?	/

The list itself, repeating the preview:
nr	canonical_smiles	Lipid storage S3	Lipid storage S3 cell count max
1	COCCNC(=O)COc1ccc(Oc2ccccc2)cc1	-7%	-13
2	Cn1ccs/c1=N\S(=O)(=O)c1ccc(C(C)(C)C)cc1	16µM*	-15*
3	CSCCC(NC(=O)c1ccccc1Br)C(=O)NCC(C)(C)N1CCOCC1 (stereo not given)	i	/
4	CCNc1nc(NCC)n2c(SC(C(=O)Nc3cc(C)ccc3OC)c3ccccc3)nnc2n1 (stereo not given)	i	-11
5	O=C(C[n+]1cc(Br)cc2ccccc21)c1ccc(Br)cc1	?	/
6	CC(C)N(CC#CCC(O)(c1ccccc1)c1ccccc1)C(C)C	?	/
7	Cc1ccc(C)c(-n2nnnc2Sc2nc([N+](=O)[O-])nn2C)c1	5%	6
8	Clc1ccc(CN2CC[C@H]3C=CCc4cccc(c43)C2)cc1	?	/
9	O=C(OCC(=O)N1CCN(c2ccccc2)CC1)c1ccc2ncsc2c1	?	/
10	CC1(C(O)(C#CC[N+]2(C)CCCCC2)c2ccccc2)CCCC1 (stereo not given)	17%	2
11	COC(=O)c1ccc(COC(=O)CCNS(=O)(=O)c2ccc(C)c(C)c2)cc1	?	/
12	CC(C)=CC(=O)N1CC[C@@H](N2CCN(c3ccccc3F)CC2)[C@H](O)C1	?	/

Complete entries, quoted from the list.
Cc1ccc(C)c(-n2nnnc2Sc2nc([N+](=O)[O-])nn2C)c1 across the screens: Lipid storage S3: 5%; Lipid storage S3 cell count max: 6
CCNc1nc(NCC)n2c(SC(C(=O)Nc3cc(C)ccc3OC)c3ccccc3)nnc2n1 (stereo not given) across the screens: Lipid storage S3: i; Lipid storage S3 cell count max: -11
O=C(OCC(=O)N1CCN(c2ccccc2)CC1)c1ccc2ncsc2c1 across the screens: Lipid storage S3: ?; Lipid storage S3 cell count max: /

Carrying on:
nr	canonical_smiles	Lipid storage S3	Lipid storage S3 cell count max
13	OCc1ccccc1CNCc1ccccc1	?	/
14	C[C@H](NC(=O)CCCn1nnc2ccccc2c1=O)C(=O)O	-3%	10
15	COC(=O)[C@@H](Cc1c[nH]c2ccccc12)NC(=O)C1CCCN(S(=O)(=O)c2ccc(C)cc2)C1 (stereo not given in full)	?	/
16	C(=N\Nc1nc(-c2ccccn2)nc2ccccc12)/c1ccccc1	-17%	2
17	O=C(c1cccs1)N1CCN(CCCc2ccccc2)CC1	?	/
18	CCN(C(=O)COC(=O)c1sccc1C)c1c(N)n(Cc2ccccc2)c(=O)[nH]c1=O	?	/
19	CC1=C(C(=O)OC(C)C)C(C2CC=CCC2)NC(=O)N1 (stereo not given)	?	/
20	CCC(C)(C)n1nnnc1C(C(C)C)N1CCSCC1 (stereo not given)	?	/
21	CC(C)(C)c1nnc(NC(=O)c2ccc3c(c2)OCO3)s1	i	6
22	CCOc1ccccc1C(=O)NCC(=O)OCCOc1cccc(Cl)c1	?	/
23	Cc1ccc(Sc2nc(-c3ccccc3)ccc2C#N)cc1	?	/
24	CCC(CC)C(=O)c1c[nH]c(C(=O)N2CCN(c3ccc(OC)cc3)CC2)c1	i	-12
25	COc1ccc(C(=O)COC(=O)CNC(=O)c2cccc(OC(F)F)c2)cc1	?	/
26	CCOc1ccc(/C=C/C2=NNC(=O)CC2)cc1	?	/
27	CN(Cc1c(C(=O)N/N=C/c2cccs2)nnn1-c1nonc1N)c1ccccc1	i	6
28	CCc1ccc(/C=C/c2c([N+](=O)[O-])c(=O)n(C)c(=O)n2C)cc1	?	/
29	COc1ccc(NC(=O)CSc2ccc3c4c(cccc24)C(=O)c2ccccc2-3)cc1	?	/
30	Cc1ccc(N2CCN(c3cc(C)nc4c5c(C)cc(C)nc5nn34)CC2)cc1	?	/
31	CC1CCN(CCCn2c(=S)[nH]c3ccc(N4CCOCC4)cc3c2=O)CC1	0%	5
32	CCOc1ccccc1OCC(=O)Oc1ccc(C)c(C)c1	3%	19
33	CCOc1ccc(-c2cc(C(=O)OC)nc3c2c(=O)n(C)c(=O)n3C)cc1	-8%	0
34	COc1cc(CCC(=O)NNC(=O)c2ccc(Cl)cc2)cc(OC)c1OC	-1%	8
35	Cc1cccc(C)c1Nc1c(-c2ccccn2)nc2ccccn12	?	/
36	O=C(Nc1ccccc1C(=O)Nc1ccncc1)c1ccccc1	?	/
37	O=C(NCCSc1ncc(-c2ccccc2)[nH]1)c1ccco1	?	/
38	COc1ccc(S(=O)(=O)N2CCN(C(=O)COc3ccc(C)c(C)c3)CC2)cc1OC	?	/
39	CC1=NN(c2ccccc2)C(=O)C1(C)[N+](=O)[O-] (stereo not given)	?	/
40	CC(C)(C)C1CCC(C(=O)OCC(=O)Nc2ccc3[nH]c(=O)[nH]c3c2)CC1 (stereo not given)	?	/
41	COc1ccccc1NC(=O)Nc1ccc(Cl)c(S(=O)(=O)Nc2ccccc2OC)c1	12%	-1
42	CCOC(=O)N1CCN(C(=O)C2CCCN(S(=O)(=O)c3ccc(C)cc3)C2)CC1 (stereo not given)	-9%	8
43	NC(=O)c1cc([N+](=O)[O-])ccc1NCc1ccc(F)cc1	-6%	17
44	COc1ccc(CNc2cccc3[nH]c(C(F)(F)F)nc23)cc1OC	2%	2
45	Cc1ccc(NC(=O)N2C(=O)C3(OCCO3)c3ccccc32)cc1	?	/
46	Cc1ccc(C(=O)Nc2ccccc2C(=O)NC(Cc2ccccc2)C(=O)O)cc1 (stereo not given)	4%	24
47	Cc1ccccc1NC(=O)COc1ccc2oc(=O)cc(C)c2c1	0%	9
48	Cn1nc(CC(=O)NCc2ccc(C(F)(F)F)cc2)c2ccccc2c1=O	?	/
49	Cc1ccc2nc(C)c3c(c2c1)OC(C(C)(Cl)Br)C3 (stereo not given)	?	/
50	COc1cc(S(=O)(=O)N2CCCCC2)ccc1NC(=O)Cc1ccccc1	?	/
51	Cn1c(Cn2nnc3ccccc32)nnc1SCC(=O)Nc1nccs1	-9%	3
52	CSCc1ccc(C(=O)NCCSc2ccc(Br)cc2)cc1	-5%	-23
53	CCC(C)c1ccc(NC(=O)c2cccnc2)cc1 (stereo not given)	?	/
54	Cc1cc(OCCNCCO)cc(C)c1Cl	?	/
55	Cc1cccnc1NC(=O)c1ccc(Cl)c(S(=O)(=O)N2CCCCCC2)c1	?	/
56	Cn1cccc1-c1cc(C(=O)N/N=C/c2ccc(Cl)cc2)[nH]n1	?	/
57	O=C1CCOc2cc(OCc3ccccc3)ccc21	-1%	4
58	O=C(N/N=C/c1ccsc1)c1c[nH]c2ccccc12	19%	-2
59	CSc1ncc(-c2ccccc2)cn1	i	/
60	CC(C(=O)N1CCCc2c1c(=O)oc1ccc(O)cc21)N1CCc2ccccc2C1 (stereo not given)	?	/
61	Cc1cccc(NC(=S)NC(C)C(c2ccccc2)N2CCN(C)CC2)c1C (stereo not given)	-12%	-10
62	O=C(O)COc1ccc(NC(=O)c2ccc3c(c2)C(=O)N(C2CCCCC2)C3=O)cc1	?	/
63	COc1ccc(NC(=O)Cc2c[nH]c3ccccc23)cc1S(=O)(=O)N1CCOCC1	16%	/
64	CS(=O)(=O)N(CC(=O)N1CCN(Cc2ccccc2)CC1)c1ccc2c(c1)OCCO2	6%	24
65	O=C(c1ccc(Cn2c(=O)[nH]c3ccccc3c2=O)cc1)N1CCN(c2ccccn2)CC1	29%	2
66	Cc1[nH]c2ccccc2c(=O)c1CN1CCCCC1	?	/
67	O=C1C2CCCN2C(c2ccccc2)N1c1ccc(F)cc1 (stereo not given)	0%[9.22 µM]	/
68	CCOc1ccc(CCNC(=O)c2cnc(C)cn2)cc1OCC	?	/
69	O=C(Nc1ccc(N2CCCCC2)cc1)c1ccc([N+](=O)[O-])o1	?	/
70	COc1ccccc1CNC(=O)[C@H](C)NC(=O)C1CCN(C(=O)[C@@H](N)C(C)C)CC1	?	/
71	Cc1ccc(S(=O)(=O)Nc2ccccc2C=Nc2cccc(C)c2C)cc1	?	/
72	COc1cccc(N2C(=O)N(c3ccccc3Cl)C3CS(=O)(=O)CC32)c1 (stereo not given)	?	/

Next part
cpd	SMILES	Lipid storage S3	Lipid storage S3 cell count max
73	O=C(COc1ccccc1-c1ccccc1)N/N=C/c1cccnc1	-3%	-18
74	Cc1ccc2nc(NC(=O)C3CCCN3C(=O)OC(C)(C)C)sc2c1 (stereo not given)	?	/
75	Cc1ccc(S(=O)(=O)N2CCN(S(=O)(=O)c3ccc4c(c3)OCCO4)CC2)cc1	?	/
76	COc1ccc(C2=NN(C(=O)CCC(=O)O)C(c3cccs3)C2)cc1OC (stereo not given)	0%	23
77	O=C(CCC(=O)N1CCSc2ccccc21)Nc1ccc(F)cc1	i	5
78	Cc1ccc(Oc2nc(CN3CCOCC3)nc3sc4c(c23)CCC(C)C4)cc1C (stereo not given)	?	/
79	NC(=O)CCNC(=O)c1ccc(Cl)cc1	?	/
80	C=C(CCC(=O)c1ccccc1)C(=O)c1ccccc1	?	/
81	O=C(Nc1cnn(Cc2ccc(F)cc2)c1)c1cnccn1	i	/
82	CCOC(=O)c1[nH]c(COC(=O)CCCOc2ccccc2)c(C(=O)OCC)c1C	?	/
83	CCCO/N=C1/C(=O)N(c2ccccc2)c2ccccc21	i	23
84	N#CC/C(N)=N/Nc1nc2ccccc2nc1Cc1ccccc1	?	/
85	COc1ccccc1CN1CCCC(C(=O)N2CCCCC2)C1 (stereo not given)	-23%	-12
86	O=C(C1=C[C@@H](c2ccc(Br)cc2)C[C@@H](OCCCCO)O1)N1CCN(Cc2ccc3c(c2)OCO3)CC1	-15%	11
87	CC(=O)NCCSc1ccc(S(=O)(=O)N2CCCC2)cn1	?	/
88	NC(=O)NCCC1=CCCCC1	-180%	-9
89	Nc1nc(CSC(=S)N2CCN(c3ccccc3)CC2)nc(Nc2ccccc2)n1	?	/
90	Cc1ccc(S(=O)(=O)N2CCOCC2)cc1NC(=O)CN(C)C1CCS(=O)(=O)C1 (stereo not given)	-2%	4
91	COc1cc(/C=C(\C#N)c2nc(-c3cc4ccccc4oc3=O)cs2)ccc1O	-4%	14
92	CC(=O)Nc1cccc(S(N)(=O)=O)c1C	5%	10
93	CC(NC(=O)COC(=O)CNS(=O)(=O)/C=C/c1ccccc1)c1ccccc1 (stereo not given)	?	/
94	Cc1ccc(NC(=O)c2cccc(N3C(=O)CCC3=O)c2)nc1	i	3
95	C=C(C)COc1ccc2c(CC)cc(=O)oc2c1	1%	16
96	COc1ccc2nc(N3CCN(C(=O)C4COc5ccccc5O4)CC3)sc2c1 (stereo not given)	?	/
97	COC(=O)c1ccc(NC2=CC(=O)CC(C)(C)C2)cc1	i	3
98	O=C1CSC2(CCCCC2)N1CCO	6%	-2
99	Cc1cccc(OCC(=O)N/N=C/CC(C)c2ccccc2)c1C (stereo not given)	?	/
100	COC(=O)c1cccc(Oc2nc3c(c(=O)n(C)c(=O)n3C)n2C(C)C)c1	?	/
101	CCOC(=O)CSc1nc2c(c(=O)[nH]1)C(C)(CC)Cc1ccccc1-2 (stereo not given)	?	/
102	C[C@@H]1NC(=O)OC1c1ccco1 (stereo not given in full)	?	/
103	COc1ccccc1/C=C1/C(=O)N(c2ccccc2)N=C1C	?	/
104	CC(C)CCNC(=O)c1ccc2c(c1)ncn2C1CCCC1	-4%	0
105	CCOC(=O)Cn1cc(Cl)c(=O)c(Cl)c1	-20%	-18
106	Cc1nnc(SCCC(=O)Nc2ccc(Cl)cc2)o1	i	-3
107	COc1ccc(C(CC(=O)N2CCN(c3ccccc3)CC2)c2c(OC)cc(OC)c3ccc(=O)oc23)cc1 (stereo not given)	?	/
108	Cc1ccc(S(=O)(=O)N2CCN(Cc3ccccc3)CC2)s1	-1%	-21

Values in list order from the entries so far:
Lipid storage S3 for entries 98–106: 6%, ?, ?, ?, ?, ?, -4%, -20%, i

Next section.
cpd	SMILES	Lipid storage S3	Lipid storage S3 cell count max
109	CC(C)OCCCNC(=O)c1cc2c(=O)n(C)c3ccccc3c2n1C	?	/
110	CCn1c(SCc2nc(-c3ccccc3)no2)nnc1-c1cccs1	?	/
111	CCOc1ncccc1C(=O)OCC(=O)c1ccc(F)cc1	?	/
112	O=[N+]([O-])c1ccccc1S(=O)(=O)N1CCN(Cc2ccccc2)CC1	?	/
113	CCN(Cc1ccccc1)c1ccc(/C=N/NC(=S)NC(C)C)cc1	-15%	-13
114	CC(=O)Oc1cc(OC(C)=O)c2c(C)cc(=O)oc2c1	?	/
115	COc1cc(F)c(C2=CC(=O)C[C@H](c3ccc(F)cc3)C2)cc1F	0.73µM*	-1.9*
116	COc1ccccc1CN1C[C@@H]2C[C@@H](C3=Cc4cccc(OC)c4OC3)N3CCC[C@@]23C1=O	0%	1
117	COc1cc(OC)cc(C(=O)N[C@H](C(=O)N2CCc3ccccc32)C(C)C)c1	7%	5
118	CCC1(c2ccc(F)cc2)NC(=O)N(CC(=O)N(C)C2CCS(=O)(=O)C2)C1=O (stereo not given)	?	/

Bioassay records as filed in PubChem.

A portion of the library; rates above refer to the full screens.
